CBFb RUNX1 block: blocks binding between human CBF-beta and RUNX1; 230,000 tested, under 10 active; AlphaScreen CBFb-His/RUNX1-biotin binding, biochemical; Potency, µM (top dose mostly 59.8 µM), for inactives: top-dose activity, negative = inhibition, most hits filed as inhibitors; AID 1477; note: % of control where 0% means no effect
Target sequence (Q01196 whole entry, looked up): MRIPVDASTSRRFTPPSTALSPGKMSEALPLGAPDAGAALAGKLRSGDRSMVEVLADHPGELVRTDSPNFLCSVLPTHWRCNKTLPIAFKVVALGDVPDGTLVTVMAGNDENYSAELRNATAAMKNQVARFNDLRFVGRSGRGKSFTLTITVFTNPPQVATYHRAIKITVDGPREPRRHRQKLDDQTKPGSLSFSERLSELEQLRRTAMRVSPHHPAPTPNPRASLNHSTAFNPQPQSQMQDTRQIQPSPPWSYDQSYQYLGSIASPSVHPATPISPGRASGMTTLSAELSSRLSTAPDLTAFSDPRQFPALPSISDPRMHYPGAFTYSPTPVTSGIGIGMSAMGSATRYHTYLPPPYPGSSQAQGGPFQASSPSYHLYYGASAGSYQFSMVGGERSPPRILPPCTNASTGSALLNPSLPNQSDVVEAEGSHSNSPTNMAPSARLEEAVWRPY
Target sequence (Q13951 whole entry, looked up): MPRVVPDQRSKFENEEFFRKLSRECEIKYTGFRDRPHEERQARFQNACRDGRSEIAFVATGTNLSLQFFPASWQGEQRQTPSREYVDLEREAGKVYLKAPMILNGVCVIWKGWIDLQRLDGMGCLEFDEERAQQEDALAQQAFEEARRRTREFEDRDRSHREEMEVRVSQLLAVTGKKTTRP
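AlphaScreen proximity signal reports loss of binding between His-tagged CBF-beta and biotin-labelled RUNX1, each at 30 nM. Proteins are pre-associated for 20 minutes, compounds added for 15 minutes, then beads for 90 minutes, all at ambient temperature.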
HTT cytoprotect: Huntington cell model cytoprotection by ATP luminescence; PC12 HTT-Q103 induced, cytoprotection, ATP luminescence, 40 h; Potency, µM (top dose mostly 56.4 µM), for inactives: cytoprotection (ATP increase), usual class: activators; hit rate 0.14% among 230,000;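 note: potency is the fitted concentration of half-maximal effect; % of control where 0% means no effect; nearly all actives have a fitted effect of over 45% in size; toxic huntingtin expression switched on by the ecdysone agonist tebufenozide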
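Stable PC12 Q103-GFP cells in serum-supplemented, phenol red-free DMEM; induction by tebufenozide at 100 nM final; compound dose series; cell viability quantified luminescently from ATP.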
GAA glycogen: GAA glycogen-cleavage inhibition or activation; P10253; recombinant GAA, glycogen substrate, Amplex Red glucose oxidase fluorescence; Potency, µM (top dose mostly 76.4 µM), inactives show top-dose activity change, negative = inhibition, usual class: inhibitors; hit rate 0.38% among 300,000;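 note: potency is the fitted concentration of half-maximal effect; 0% = full enzyme reaction and -100% = no-enzyme basal signal; the screen sought inhibitors and activators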
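Recombinant human alpha-glucosidase (4 nM final) hydrolysed bovine liver glycogen (30 ug) for 40 min at 37 C in pH 5.0 citrate/phosphate with 0.01% Tween-20. Released glucose detected by glucose oxidase/Amplex Red, Ex 573/Em 610 nm. Compounds up to 77 uM; AC50 from Hill fits.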
GAA inh: blocks human lysosomal alpha-glucosidase; P10253; purified human GAA, 4-MU-alpha-glucoside fluorescence; Potency, µM (titrated, usually from 76.9 µM), inactives show at the highest dose activity change, negative = inhibition, usual class: inhibitors; hit rate 0.005% among 200,000;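 note: potency is the fitted concentration of half-maximal effect; plate controls were uninhibited enzyme wells for no effect and no-enzyme background for full effect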
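Compounds are titrated up to 77 uM against 4 nM human enzyme. Substrate 4-methylumbelliferyl-alpha-D-pyranoside (400 uM) reacts 20 min at room temperature in pH 5.0 buffer; liberated 4-methylumbelliferone is read at 440 nm.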
HttQ103 aggreg: reduces HttQ103-GFP aggregates in PC12 cells. PC12 HttQ103-GFP aggregates, Acumen cytometry, 40 h. Potency, µM (series often up to 46.1 µM), for inactives: at the highest dose activity change, negative = inhibition, most hits filed as inhibitors. hit rate 1.1% among 220,000. AID 1688; note: potency is the fitted concentration of half-maximal effect; % is set by controls: 0 for no effect and ±100 for the full control effect; nearly all actives have a fitted effect of over 60% in size
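Multiplexed with ATP-based cell death, this channel scores GFP aggregates in PC12 cells expressing inducible HTTex1-Q103-GFP. Induction used 100 nM tebufenozide; compounds were tested in concentration series.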
LMNA splice mod: LMNA splicing modulation. Potency, µM (top dose mostly 46.1 µM), for inactives: at the top dose ratio change, negative = inhibition, hits mostly inhibitors. HeLa LMNA splicing GFP/RFP minigene ratio, 48 h. AID 1487. hit rate 0.01% among 200,000; active = well fitted inhibition curve with a large enough effect in the signal ratio, with a control signal flat, not every such curve was filed as active; inconclusive = small, poorly fitted or top-dose-only effect, or effect the other way, or a change in a side signal; the % refers to the signal ratio; note: potency is the fitted concentration of half-maximal effect; % is set by controls: 0 for no effect and ±100 for the full control effect
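S3 HeLa cells stably expressing lamin A-EGFP splicing minigene plus DsRed2, 600 cells/well, 48 h compound exposure at 37C. Laser-scanning cytometry; analysed as GFP (500-530 nm)/RFP (575-640 nm) total intensity ratio; 0.5% DMSO vehicle.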
GAA spleen mod: inhibits or activates alpha-glucosidase in human spleen homogenate | human spleen homogenate, 4-MU-alpha-glucoside fluorescence | Potency, µM (series often up to 79.9 µM), for inactives: top-dose activity change, negative = inhibition, most hits filed as inhibitors | hit rate 0.006% among 240,000;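 note: potency is the fitted concentration of half-maximal effect; 0% = enzyme with vehicle and -100% = no enzyme basal signal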
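Human spleen homogenate (1 ug) with 4-methylumbelliferyl-alpha-D-glucopyranoside (1 mM final) in 50 mM citrate/phosphate pH 5.0, 0.01% Tween-20; 40 min at 37 C. Stopped at pH 10; 4-MU fluorescence Ex 365/Em 440 nm; AC50 by Hill fit.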
An asterisk follows results filed as active; & = joins results of further samples; [ ] = another dose, or the depositor's remark. Unless noted, calls come from the whole dose curve; as a rule, active = well fitted curve in the direction sought with a large enough effect; inconclusive = small, poorly fitted or top-dose-only effect, or another doubt; inactive = no such curve, though single readings can be large; an effect the other way counts as inactive or inconclusive.

For CCN1C(=O)c2ccccc2S(=O)(=O)c2ccc(C(=O)NCc3cccnc3)cc21 the results were CBFb RUNX1 block 12%, HTT cytoprotect 2%, GAA glycogen 4%, GAA inh 1%, HttQ103 aggreg 2%, LMNA splice mod -10% and GAA spleen mod -14%.
For Clc1ccc(CSc2nnc(Cn3cnc4ccccc43)o2)cc1 the results were CBFb RUNX1 block 4%, HTT cytoprotect -1%[10 µM], GAA glycogen 7%, GAA inh inconclusive, HttQ103 aggreg inconclusive, LMNA splice mod inconclusive and GAA spleen mod -2%.
CN(C)S(=O)(=O)c1ccc(NC(=O)c2cc3ccccc3o2)cc1 was read as CBFb RUNX1 block 8%, HTT cytoprotect 19%, GAA glycogen -4%, GAA inh -12%, HttQ103 aggreg -14%, LMNA splice mod inconclusive and GAA spleen mod 4%.
CC(NS(=O)(=O)c1ccc(Br)cc1)C(=O)NCCc1ccccc1 (stereo not drawn) was read as CBFb RUNX1 block -4%, HTT cytoprotect 12%[10 µM], GAA glycogen 4%, GAA inh 1%, HttQ103 aggreg 3%, LMNA splice mod -14% and GAA spleen mod -2%.
For OC12CCCCC1C(c1ccc3c(c1)OCO3)N(Cc1ccc(F)cc1)CC2 (stereo not drawn) the results were CBFb RUNX1 block -2%, HTT cytoprotect -29%, GAA glycogen -16%, GAA inh -4%, HttQ103 aggreg 18%, LMNA splice mod 2% and GAA spleen mod 0%.
`CCOC(=O)c1ccc(N2C(=O)CC(N(C)Cc3ccccc3)C2=O)cc1` (stereo not drawn) gave CBFb RUNX1 block -2%, HTT cytoprotect -11%, GAA glycogen 2%, GAA inh -5%, HttQ103 aggreg 3%[9.22 µM], LMNA splice mod 1% and GAA spleen mod -8%.
Cc1c(C(=O)Nc2ccccc2C(=O)N2CCOCC2)cccc1[N+](=O)[O-] was read as CBFb RUNX1 block -3%, HTT cytoprotect 14%[10 µM], GAA glycogen 1%, GAA inh -1%, HttQ103 aggreg 1%, LMNA splice mod -8% and GAA spleen mod -6%.
Screening CC(C)OC(=O)Cn1nnc2c(cnn2-c2ccccc2)c1=O returned CBFb RUNX1 block -2%, HTT cytoprotect -8%[10 µM], GAA glycogen 3%, GAA inh 1%, HttQ103 aggreg -1%, LMNA splice mod inconclusive and GAA spleen mod -1%.
For CN1C(C(=O)NCc2cccc(C(F)(F)F)c2)CC2Cn3c(nc4cc(Cl)c(Cl)cc43)C21 (stereo not drawn) the results were CBFb RUNX1 block 17%, HTT cytoprotect 29%[10 µM], GAA glycogen -2%, HttQ103 aggreg -11%[9.22 µM] and GAA spleen mod -5%.
For COc1ccccc1C(=O)Nc1cccc(NC(C)=O)c1 the results were CBFb RUNX1 block 5%, HTT cytoprotect -12%[10 µM], GAA glycogen 7%, GAA inh -2%, HttQ103 aggreg -6%, LMNA splice mod 18% and GAA spleen mod -11%.
Screening Cc1ccc(-c2nn(C(C)(C)C)c3ncnc(N)c23)cc1 returned CBFb RUNX1 block -12%&13%&-2%, HTT cytoprotect -72%&-69%&-81%[inhibitor], GAA glycogen -2%, GAA inh -2%, HttQ103 aggreg inconclusive, LMNA splice mod inconclusive and GAA spleen mod 4%&-9%&-9%.
Screening CCOC(=O)c1cnn(CCOC(=O)C(C)(C)C)c1NC(=O)C(C)(C)C returned CBFb RUNX1 block -1%, HTT cytoprotect -18%, GAA glycogen -5%, GAA inh -8%, HttQ103 aggreg 25%, LMNA splice mod 10% and GAA spleen mod 3%.
CCOc1ccccc1NC(=O)C(C)CC (stereo not drawn) was read as CBFb RUNX1 block 1%, HTT cytoprotect -9%, GAA glycogen -4%, GAA inh 10%, HttQ103 aggreg 27% and GAA spleen mod -1%.
Screening COC(=O)c1ccc(C(NC(=O)c2ccco2)[C@]2(C)C[C@H]2C2CCCCC2)cc1 (stereo partly drawn) returned CBFb RUNX1 block 26%, HTT cytoprotect -44%[inhibitor] and GAA spleen mod 0%.
Cc1cc(Nc2ccc3c(c2)OCCO3)n2ncnc2n1 was read as CBFb RUNX1 block 1%, HTT cytoprotect -6%, GAA glycogen 7%, GAA inh 7%, HttQ103 aggreg 6%, LMNA splice mod 3% and GAA spleen mod -3%.
For S=C(NCc1ccc2c(c1)OCO2)NC1CC1 the results were CBFb RUNX1 block 2%, HTT cytoprotect -15%, GAA glycogen -1%, GAA inh -4%, HttQ103 aggreg 18% and GAA spleen mod -11%.
For CN1CCN(C(=O)/C=C\c2ccc(Cl)cc2)CC1 the results were CBFb RUNX1 block 4%, GAA glycogen -7%, GAA inh inconclusive, HttQ103 aggreg -3%, LMNA splice mod -6% and GAA spleen mod -4%.
For N=C(N)SCCN the results were CBFb RUNX1 block 15%, HTT cytoprotect -17%, LMNA splice mod inconclusive and GAA spleen mod -5%&-7%&7%.
For CC(C)c1ccc(N2C(=O)/C(=C/N(C)C)SC2=S)cc1 the results were CBFb RUNX1 block inconclusive, HTT cytoprotect 0%[10 µM], GAA glycogen -11%, HttQ103 aggreg -14%[9.22 µM] and GAA spleen mod -7%.
O=C(Nc1ccc(Cl)cc1)N[C@@H]1c2c(ccc3ccccc23)OC[C@@H]1CO was read as CBFb RUNX1 block -8%, HTT cytoprotect -22%, GAA glycogen 2%, GAA inh 9%, HttQ103 aggreg -15%, LMNA splice mod -4% and GAA spleen mod -8%.
For COc1ccc(/C=C/C(=O)Nc2cc(=O)n(C)c(=O)n2C)cc1 the results were CBFb RUNX1 block 7%, HTT cytoprotect -23%[10 µM], GAA glycogen -4%, GAA inh -7%, HttQ103 aggreg 27%, LMNA splice mod -28% and GAA spleen mod -8%.
Screening CCC(C)C(NC(=O)c1ccccc1NC(=O)c1ccc(OC)cc1)C(=O)NCc1ccco1 (stereo not drawn) returned CBFb RUNX1 block 2%, HTT cytoprotect -6%, GAA glycogen -3%, GAA inh -5%, HttQ103 aggreg -6%, LMNA splice mod 0% and GAA spleen mod -5%.
Screening CCNC(=S)Nc1ccc(Cc2ccncc2)cc1 returned CBFb RUNX1 block 12%, GAA glycogen -20%, GAA inh -1%, HttQ103 aggreg -16% and GAA spleen mod -22%.
For CCCc1[nH]n(-c2ccc([N+](=O)[O-])cc2)c(=O)c1C=NCCc1c[nH]c2ccccc12 the results were CBFb RUNX1 block 15%, HTT cytoprotect -9%[10 µM], GAA glycogen 0%, GAA inh -9%, HttQ103 aggreg -13%, LMNA splice mod -7% and GAA spleen mod -5%.
`Cc1ccc(/C=C2\C(=O)Nc3ccccc32)o1` gave CBFb RUNX1 block 0%, HTT cytoprotect -2%[1.9 µM], GAA glycogen 9%, GAA inh -4%, HttQ103 aggreg 3%, LMNA splice mod inconclusive and GAA spleen mod 0%.
For O=C(c1ccco1)N1CCn2cccc2C1c1ccccc1 (stereo not drawn) the results were CBFb RUNX1 block inconclusive, HTT cytoprotect 0.89µM*, GAA glycogen 1%, GAA inh -10% and HttQ103 aggreg -5%.
O=C1NC(=O)/C(=C/c2ccc(O)cc2)S1 was read as CBFb RUNX1 block 4%, HTT cytoprotect -130%[inhibitor], GAA glycogen 3%, GAA inh -13%, HttQ103 aggreg -25% and GAA spleen mod -8%.
Screening NS(=O)(=O)c1ccc(NC(=O)CSc2nnc(Cc3cccs3)n2-c2ccccc2)cc1 returned CBFb RUNX1 block 10%, HTT cytoprotect -6%, GAA glycogen 5%, GAA inh -7%, HttQ103 aggreg 5%, LMNA splice mod -1% and GAA spleen mod -5%.
Screening O=C(c1cnn(C(=O)COc2ccc(Cl)cc2)c1)c1ccccc1O returned CBFb RUNX1 block 12%, HTT cytoprotect 35%[10 µM], GAA glycogen 6%, GAA inh -5%, HttQ103 aggreg -28%, LMNA splice mod 6% and GAA spleen mod -10%.
Screening CCOc1ccccc1NC(=O)CN1C(=O)CSC(C)C1=O (stereo not drawn) returned CBFb RUNX1 block -25%, HTT cytoprotect -34%[inhibitor], GAA glycogen 3%, GAA inh -1%, HttQ103 aggreg 0% and LMNA splice mod 20%[46 µM].
CCOC(=O)C1CCN(S(=O)(=O)c2ccc3c4c(cccc24)C(=O)N3)CC1 was read as CBFb RUNX1 block 3%, HTT cytoprotect -8%, GAA glycogen -6%, GAA inh -6%[15.4 µM], HttQ103 aggreg -6%, LMNA splice mod -4% and GAA spleen mod -7%.
Cc1cc(C)nc(N2CCN(C(=O)CCC(=O)Nc3nnc(C(C)C)s3)CC2)n1 was read as CBFb RUNX1 block 6%, HTT cytoprotect -3%[10 µM], GAA glycogen 13%, HttQ103 aggreg 2%[9.22 µM] and GAA spleen mod 0%.
For CN(C)CCNC(=O)CCCNC(=O)Cn1cnc2sc3c(c2c1=O)CCCC3 the results were CBFb RUNX1 block 0%, HTT cytoprotect 8%, GAA glycogen 3%, GAA inh -5%, HttQ103 aggreg 13%, LMNA splice mod -11% and GAA spleen mod 2%.

Quoted from the entries so far for reference:
Cc1cc(C)nc(N2CCN(C(=O)CCC(=O)Nc3nnc(C(C)C)s3)CC2)n1 was read as CBFb RUNX1 block 6%, HTT cytoprotect -3%[10 µM], GAA glycogen 13%, HttQ103 aggreg 2%[9.22 µM] and GAA spleen mod 0%.
For CN(C)CCNC(=O)CCCNC(=O)Cn1cnc2sc3c(c2c1=O)CCCC3 the results were CBFb RUNX1 block 0%, HTT cytoprotect 8%, GAA glycogen 3%, GAA inh -5%, HttQ103 aggreg 13%, LMNA splice mod -11% and GAA spleen mod 2%.

Compounds above containing a nitro group on carbon:
Cc1c(C(=O)Nc2ccccc2C(=O)N2CCOCC2)cccc1[N+](=O)[O-] was read as CBFb RUNX1 block -3%, HTT cytoprotect 14%[10 µM], GAA glycogen 1%, GAA inh -1%, HttQ103 aggreg 1%, LMNA splice mod -8% and GAA spleen mod -6%.
For CCCc1[nH]n(-c2ccc([N+](=O)[O-])cc2)c(=O)c1C=NCCc1c[nH]c2ccccc12 the results were CBFb RUNX1 block 15%, HTT cytoprotect -9%[10 µM], GAA glycogen 0%, GAA inh -9%, HttQ103 aggreg -13%, LMNA splice mod -7% and GAA spleen mod -5%.

Rows were taken by chance; 1.5% or so of the library scored in one or more.
